EPAC2 ag = qHTS for Agonist of cAMP-regulated guanine nucleotide exchange factor 4 (EPAC2): primary screen; Rap guanine nucleotide exchange factor 4 (Homo sapiens), Q8WZA2; EPAC2 activation, biochemical qHTS; response scale: 100% = 6.5 mM cAMP response; 360,000 compounds, 0.079% hits; Potency, µM (top dose mostly 154 µM), inactives show at the highest dose activation, usual class: activators; AID 720711, 2013; also: potency is read from the fitted curve at half-maximal effect; nearly all actives have a fitted effect of over 50% in size
Target sequence (Q8WZA2 whole entry, looked up): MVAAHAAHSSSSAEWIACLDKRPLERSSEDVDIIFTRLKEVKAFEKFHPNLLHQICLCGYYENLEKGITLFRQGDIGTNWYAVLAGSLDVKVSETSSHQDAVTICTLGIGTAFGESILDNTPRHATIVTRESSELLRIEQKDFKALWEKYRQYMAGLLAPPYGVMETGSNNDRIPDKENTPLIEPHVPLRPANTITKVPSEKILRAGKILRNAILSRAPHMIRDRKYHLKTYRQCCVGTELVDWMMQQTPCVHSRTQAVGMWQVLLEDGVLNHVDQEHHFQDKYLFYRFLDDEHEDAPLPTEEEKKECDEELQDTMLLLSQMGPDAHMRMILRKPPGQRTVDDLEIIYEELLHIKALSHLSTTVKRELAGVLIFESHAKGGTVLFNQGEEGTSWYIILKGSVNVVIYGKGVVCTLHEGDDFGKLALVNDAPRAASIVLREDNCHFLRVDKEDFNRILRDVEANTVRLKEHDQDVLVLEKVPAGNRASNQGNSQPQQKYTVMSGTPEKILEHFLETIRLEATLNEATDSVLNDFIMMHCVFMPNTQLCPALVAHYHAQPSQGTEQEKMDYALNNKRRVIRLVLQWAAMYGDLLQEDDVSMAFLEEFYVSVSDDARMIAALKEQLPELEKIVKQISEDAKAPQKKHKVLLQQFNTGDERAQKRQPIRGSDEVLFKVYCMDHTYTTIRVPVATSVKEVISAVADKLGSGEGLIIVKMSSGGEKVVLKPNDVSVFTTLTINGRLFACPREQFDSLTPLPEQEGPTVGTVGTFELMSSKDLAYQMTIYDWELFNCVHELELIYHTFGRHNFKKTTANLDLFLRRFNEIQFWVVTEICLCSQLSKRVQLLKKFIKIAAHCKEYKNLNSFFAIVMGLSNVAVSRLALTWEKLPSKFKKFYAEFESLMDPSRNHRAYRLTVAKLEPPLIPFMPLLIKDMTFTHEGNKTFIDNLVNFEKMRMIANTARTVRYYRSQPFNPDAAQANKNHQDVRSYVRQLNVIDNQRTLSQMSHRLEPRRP
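In this primary screen, activation is scored as increased exchange of BODIPY-GDP from Rap1B by 100 nM EPAC2, with 50 uM GDP as competitor. Signal is normalized to the 6.5 mM cAMP agonist control.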
EPAC2 antag = qHTS for Antagonist of cAMP-regulated guanine nucleotide exchange factor 2 (EPAC2): primary screen; Rap guanine nucleotide exchange factor 4 (Homo sapiens), Q8WZA2; EPAC2 GEF exchange of Rap1B-BODIPY-GDP, fluorescence; Potency, µM (titrated, usually from 114 µM), for the others: at the top dose activity, negative = inhibition, usual class: inhibitors; 360,000 compounds, 0.18% hits; AID 720708, 2013; also: potency is read from the fitted curve at half-maximal effect; % is scaled to controls: 0 for no effect and ±100 for the full control effect; nearly all actives have a fitted effect of over 45% in size; many of its hits are not listed in these tables
Akt phos inh = HTS Assay for Inhibitors of Akt Phophorylation: Primary Screen; activity change, % for hits at 50 µM; Neuro2A IGF-stimulated pAkt S473 HTRF, 20 min; stronger effect = lower value; 360,000 compounds, 0.32% hits; in the data active = activity change below about -80%; inconclusive = mostly about -51% to -80%; also: % is scaled to controls: 0 for no effect and ±100 for the full control effect
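Single-point screen (50 µM final compound) in Neuro2A cells stimulated 20 min with 6 nM IGF at 37 deg C. After lysis, Ser473-phosphorylated Akt read by HTRF (ex 330 nm, em 615/665 nm) as the 665/615 ratio.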
MmCpn inh = Inhibitors of TCP-1 ring complex (TRiC) of Methanococcus maripaludis (MmCpn): qHTS; Chaperonin Mm-Cpn (Methanococcus maripaludis); purified Mm-Cpn ATPase, ADP Transcreener TR-FRET; Potency, µM (highest dose often 76.9 µM), without a hit: top-dose activity, negative = inhibition, hits mostly inhibitors; 330,000 compounds, 0.031% hits; AID 504842, 2011; also: potency is read from the fitted curve at half-maximal effect; % is scaled to controls: 0 for no effect and ±100 for the full control effect; nearly all actives have a fitted effect of over 80% in size
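Inhibition of chaperonin ATP hydrolysis is measured as reduced ADP production, detected by competitive TR-FRET in which signal falls with ADP. Final enzyme 25 nM and ATP 10 uM, reacted 30 min at 37°C.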
A549 tox = Nrf2 qHTS screen for inhibitors: counterscreen for cytotoxicity; 390,000 compounds, 0.16% hits; Potency, µM (doses to about 46 µM), for inactives: at the highest dose activity change, negative = cytotoxicity, actives largely listed as inhibitors; A549 ARE-Fluc cells, CellTiter-Fluor viability, 18-24 h; also: potency is read from the fitted curve at half-maximal effect; % is scaled to controls: 0 for no effect and ±100 for the full control effect
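A549 ARE_Fluc cells in 5% FBS OPTI-MEM were exposed to compounds in concentration-response for 18-24 h at 37 deg C. Viability was read by CellTiter-Fluor fluorescence (Ex 405/Em 525) after 30 min, before the luciferase read.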
Nrf2 block = Nrf2 qHTS screen for inhibitors; A549 ARE-Fluc reporter, luciferase luminescence, 18-24 h; AID 504444, 2011; Potency, µM (doses to about 46 µM), for the others: top-dose activity change, negative = inhibition, actives largely listed as inhibitors; 360,000 compounds, 2.1% hits; also: potency is read from the fitted curve at half-maximal effect; % is scaled to controls: 0 for no effect and ±100 for the full control effect; nearly all actives have a fitted effect of over 60% in size
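Reporter: ARE-Fluc in A549. Exposure: 18-24 h, 37 °C, 5% CO2, 5% FBS OPTI-MEM. Readouts: fluorescent cytotoxicity (CellTiter-Fluor), then luminescent Nrf2 signal after BugLite.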
Nrf2 activator = qHTS of Nrf2 Activators | AREc32 ARE-luciferase reporter (MCF7-derived line), luminescence, 24 h | Potency, µM (series often up to 46.1 µM), inactives show at the top dose activation, hits mostly activators | 410,000 compounds, 0.31% hits; also: potency is read from the fitted curve at half-maximal effect; % of control where 0% means no effect; nearly all actives have a fitted effect of over 65% in size
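Luminescent ARE reporter assay in AREc32_Fluc cells: overnight plating at 37 deg C, 24 hr compound incubation, Steady-Glo added, 30 min RT before reading.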
TGFb SMAD3 inh = qHTS for Inhibitors of TGF-b. 410,000 compounds, 1.2% hits. Potency, µM (highest dose often 46.1 µM), for the others: top-dose activity, negative = inhibition, usual class: inhibitors. HepG2 CAGA-GFP TGF-b/SMAD3 reporter, GFP fluorescence, 18 h; TGF-beta stimulated, 500 pg/mL final. AID 588855, 2011; also: potency is read from the fitted curve at half-maximal effect; % is scaled to controls: 0 for no effect and ±100 for the full control effect; nearly all actives have a fitted effect of over 65% in size
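TGF-beta reporter screen: HEPG2 CAGA-GFP, 1% FBS, 500 pg/mL TGF-beta final, 18 h; per-cell GFP summed per well; curves fitted and categorized by class.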
CCT modulator = High-Throughput Screening for Modulators of Cytosolic Chaperonin Activity; purified chaperonin ATPase assay, HTRF ADP detection, 30 min; activity change, % (no concentration beside the values), hits read low; 360,000 compounds, 0.3% hits; in the data active = activity change below about -30%; also: % is scaled to controls: 0 for no effect and ±100 for the full control effect
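TRiC (40 or 20 nM final, by batch activity) in 30 mM Tris pH 7.4, 100 mM KCl, 5 mM MgCl2, 1 mM DTT was treated with compound at 76 uM single dose, then 10 uM ATP, 30 min at 37 °C. ADP was read by HTRF Transcreener.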
Numbers without * were called inactive; i = inactive; ? = inconclusive; nt = no result given. Unless noted, calls follow the shape of the dose curve; as a rule, active = well fitted curve in the direction sought with a large enough effect; inconclusive = small, poorly fitted or top-dose-only effect, or another doubt; inactive = no such curve, though single readings can be large; an effect the other way counts as inactive or inconclusive. This is a subset; rates above refer to the full screens.

SMILES	EPAC2 ag	EPAC2 antag	Akt phos inh	MmCpn inh	A549 tox	Nrf2 block	Nrf2 activator	TGFb SMAD3 inh	CCT modulator
CCC1Oc2ccc(C)cc2N(CC(=O)NCc2ccco2)C1=O (stereo not given)	6%	0%	i	0%	6%	4%	0.4%	4%	-0.4
Cc1ccc(S(=O)(=O)NC(=O)C2(C)CCN2C(=O)c2cccc(F)c2)nc1 (stereo not given)	-2%	-15%	i	nt	nt	nt	0.2%	-5%	-1.0
O=C(Nc1ccccn1)c1ccc2c(c1)S(=O)(=O)c1ccccc1C2=O	3%	3%	i	-5%	5%	12%	14%	19%	-0.3
O=C(N/N=C/c1cccc2ccccc12)c1n[nH]c2c1CCCC2	5%	9%	i	1%	2%	?	4.4%	-18%	0.4
Cc1ccc(NC(=O)Nc2ccc(C(=O)N3CCOCC3)cc2)cc1	9%	0%	i	1%	-3%	5%	0.3%	-10%	-1.5
Cc1cc(N2C(=O)CC(N3CCN(C(c4ccccc4)c4ccccc4)CC3)C2=O)no1 (stereo not given)	4%	-14%	i	0%	-9%	-1%	3.9%	22%	-0.8
CCOc1ccc(N(CC(=O)Nc2ccc3c(c2)OCCO3)S(=O)(=O)c2c(C)noc2C)cc1	5%	-12%	i	0%	-8%	-23%	0.3%	-15%	-1.1
COc1cccc(Nc2ncnc3sccc23)c1	11%	0%	i	-1%	-16%	6%	4.4%	21%	1.6
CCCNC(=O)c1cc(S(=O)(=O)N2CCc3ccccc32)ccc1F	-2%	-3%	i	1%	-3%	1%	-0.2%	-22%	-0.4
O=C(Nc1cc(Br)ccc1O)C1CC(c2ccccc2Cl)=NO1 (stereo not given)	8%	-7%	i	1%	-3%	1%	8.4%	16µM*	-0.9
CCC(c1nnnn1CS(=O)(=O)c1ccc(C)cc1)N1CCN(c2nc3ccccc3s2)CC1 (stereo not given)	6%	2%	i	1%	-7%	8.2µM*	2.4%	-27%	1.3
Cc1[nH]n(-c2ccccc2)c(=O)c1-c1cccc(Cl)c1	-3%	13%	i	-5%	-4%	-17%	0.3%	-1%	-0.8
COc1ccc(-c2nc3ccccc3n3c(-c4ccccc4)c4c(=O)n(C)c(=O)n(C)c4c23)cc1	nt	nt	nt	nt	-5%	10%	-0.1%	7%	nt
Nc1cccnc1Sc1ccccc1	2%	14%	i	nt	4%	2%	-0.8%	-1%	-0.7
Cc1cccc(Oc2nc(CN3CCOCC3)nc3sc4c(c23)CCCC4)c1	1%	?	i	-1%	-14%	?	0.1%	0%	-1.8
CCCC(=O)Nc1cc(C)c(NC(=O)C23CC4CC(CC(C4)C2)C3)cn1	11%	-10%	i	1%	0%	-6%	2.0%	3%	-0.3
O=[N+]([O-])c1cccnc1N1CCN(c2ccccc2F)CC1	12%	-14%	i	3%	-4%	8%	4.9%	-3%	-8.9
O=C1OCCC1Sc1nnc(-c2ccc(O)cc2)o1 (stereo not given)	-13%	9%	i	-2%	-3%	24%	0.3%	6%	0.4
COc1cc(/C=C2/NC(=O)N(c3cccc(Cl)c3)C2=O)ccc1O	5%	-14%	i	-2%	1%	?	?	-2%	-0.9
COc1cccc(OCC(=O)NNC(=O)Cc2cccs2)c1	-2%	5%	i	1%	-1%	-4%	-0.7%	2%	1.0
CC(=O)Nc1nc2cc(C(N)=O)ccc2s1	5%	17%	i	0%	-1%	11%	0.4%	-8%	-2.4
O=c1c2ccccc2nc(/C=C/c2ccc(O)cc2)n1CCc1ccccc1	11%	2%	i	-5%	-14%	?	9.8%	?	-0.5
CCOC(=O)N1CCN(C(=O)CC(C(=O)N2CCc3ccccc32)n2ccnc2)CC1 (stereo not given)	5%	-1%	i	-2%	2%	nt	-0.5%	-7%	1.2
Cc1ccc(-c2csc3ncnc(NCCN4CCOCC4)c23)cc1	2%	-13%	i	-2%	0%	?	0.1%	-19%	-4.4
Cc1c(-c2ccc(F)cc2)[n+](=O)c(-c2ccc(F)cc2)c(C)n1[O-]	-2%	-5%	i	2%	-13%	9%	0.2%	0%	-3.2

Quoted at random: four entries already listed.
SMILES	EPAC2 ag	EPAC2 antag	Akt phos inh	MmCpn inh	A549 tox	Nrf2 block	Nrf2 activator	TGFb SMAD3 inh	CCT modulator
O=C(N/N=C/c1cccc2ccccc12)c1n[nH]c2c1CCCC2	5%	9%	i	1%	2%	?	4.4%	-18%	0.4
Cc1ccc(S(=O)(=O)NC(=O)C2(C)CCN2C(=O)c2cccc(F)c2)nc1 (stereo not given)	-2%	-15%	i	nt	nt	nt	0.2%	-5%	-1.0
O=C(Nc1ccccn1)c1ccc2c(c1)S(=O)(=O)c1ccccc1C2=O	3%	3%	i	-5%	5%	12%	14%	19%	-0.3
COc1cccc(OCC(=O)NNC(=O)Cc2cccs2)c1	-2%	5%	i	1%	-1%	-4%	-0.7%	2%	1.0

Carrying on:
SMILES	EPAC2 ag	EPAC2 antag	Akt phos inh	MmCpn inh	A549 tox	Nrf2 block	Nrf2 activator	TGFb SMAD3 inh	CCT modulator
CCN(CC)CCN(C)C1CCC(c2ccccc2)CC1 (stereo not given)	-1%	-3%	i	2%	15%	1%	-1.0%	-3%	-1.3
COc1ccccc1CN1CC(C(=O)NCCn2ccc(C)n2)CCC1=O (stereo not given)	2%	-1%	i	1%	-2%	4%	-0.3%	0%	-3.8
COc1ccc(-c2csc(N(CCc3ccccc3)C(=O)COc3ccccc3)n2)cc1	5%	-2%	i	-20%	-3%	?	0.2%	9%	-1.7
Cc1cccc(Cc2c(C)nc3nc(SCC(=O)O)nn3c2C)c1	5%	-11%	i	1%	11%	13%	-0.6%	-2%	-0.4
Cc1ccccc1CNC(=O)CC1C(=O)NCCN1Cc1c(F)cccc1Cl (stereo not given)	5%	5%	i	-1%	-4%	-5%	0.2%	5%	1.8
c1cc2c(cc1C1CCCCC1)c1c3n2CCN=C3CCC1	-14%	1%	i	-3%	-3%	?	6.0%	?	-1.3
Cc1cc(-c2ccc(C)c(S(=O)(=O)NCCc3ccco3)c2)on1	22%	-10%	i	2%	1%	14%	5.7%	-22%	2.3
CC(C)CCNC(=O)c1cccc(Cl)c1	8%	-2%	i	0%	-5%	8%	-0.8%	-2%	-1.3
CC(CCc1ccc(O)cc1)N(C)CCc1ccccc1 (stereo not given)	8%	1%	i	-3%	27%	4%	-0.8%	26%	-0.1
COc1cccc(C(=O)O/N=C(\N)c2ccccn2)c1OC	5%	2%	i	2%	-1%	?	-2.1%	8%	-0.2
CC(=O)Nc1ccc(S(=O)(=O)Nc2nc3ccccc3nc2Nc2ccc3ccccc3c2)cc1	-5%	-3%	i	1%	-14%	15%	3.5%	?	-2.5
Cc1ccc(CNC(=O)C(=O)NCCCn2ccnc2)cc1	-6%	5%	i	nt	0%	-7%	0.1%	-3%	-3.7
CC(C)(C)Cc1c(-c2ccc(Cl)cc2)nc2ccc(Cl)cn12	2%	?	i	nt	nt	nt	8.8%	?	1.0
CC(C)(C)OC(=O)NC(Cc1ccccc1)C(=O)NCCCC(=O)O (stereo not given)	-2%	15%	i	2%	2%	6%	2.6%	3%	-0.2
CCc1ccc(CNC(=O)CN(c2ccc(C)cc2)S(=O)(=O)N(C)C)cc1	nt	nt	nt	nt	0%	-14%	-1.4%	?	nt
COc1ccc(Cl)cc1CC=NNC(=O)c1cccc(C)c1O	12%	-1%	i	nt	-3%	-5%	2.3%	-17%	-6.3
O=C(Nc1cccnc1)c1cccnc1	8%	-2%	nt	-3%	0%	nt	0.1%	-4%	0.1
Cc1ccc(S(=O)(=O)N(Cc2ccccc2Cl)C(=O)N2CCN(C)CC2)cc1	5%	9%	i	0%	-3%	4%	0.0%	8%	-2.0
O=C(NCCc1ccc(Cl)cc1)c1cccc(N2CCCC2=O)c1	2%	2%	i	-1%	0%	9%	-0.2%	-2%	-2.2
O=C(NC1CCSC1=O)c1ccc(Oc2ccc(F)cc2)nc1 (stereo not given)	5%	-4%	i	0%	-5%	nt	-0.4%	-5%	-2.6
COc1ccc(OC)c(N(CC(=O)NCc2ccncc2)S(C)(=O)=O)c1	4%	10%	i	nt	-5%	13%	-1.0%	20%	-0.2
CCNc1nc(NCC)n2c(SC(C(=O)Nc3cc(C)ccc3C)c3ccccc3)nnc2n1 (stereo not given)	-8%	-13%	i	-1%	-16%	-18%	-0.3%	-1%	-1.1
CC1(C)c2ccccc2N2CCC(=O)NC21/C=C/c1ccco1 (stereo not given)	4%	5%	i	-2%	-3%	8%	16%	1%	0.2
COCCNC(=O)CSc1cc(-c2ccccc2)c2ccc(OC)cc2n1	8%	0%	i	-11%	-2%	-16%	3.3%	?	2.4
CCc1ccccc1N1CC(c2nc3ccccc3n2CC(C)C)CC1=O (stereo not given)	nt	nt	nt	nt	-2%	7%	-0.9%	?	nt
COc1cccc(NC(=O)NCc2ccccn2)c1	12%	7%	i	2%	7%	4%	0.1%	-19%	0.5
Cc1cc2nc(SCCOC(=O)Nc3cccc(Cl)c3)nc(C)c2cc1C	13%	-1%	i	-18%	-10%	?	0.9%	-17%	-2.4
CC(=O)Nc1ccc(-c2nc3ccccc3o2)cc1	2%	6%	i	-4%	-18%	?	-0.7%	0%	-3.9
COc1cccc(/C=N/Nc2ccc([N+](=O)[O-])cn2)c1O	2%	-8%	i	-1%	?	?	-1.4%	0.79µM*	0.8
